# Source: PubChem BioAssay (several laboratories)
# GPR55 beta-arrestin – GPR55 agonists via beta-arrestin recruitment, primary screen, imaging, U2OS cells, beta-arrestin-GFP redistribution (AID 1961). G-protein coupled receptor 55 (Homo sapiens). activation, % at 10 µM; hits with a dose series show EC50 in µM. 290,000 tested, 0.048% active. U2OS GPR55 beta-arrestin-GFP redistribution imaging; higher % means a stronger effect;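 active = activation above 40% with more than 50 cells counted in the well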;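 also: U2OS osteosarcoma cells stably expressing GPR55 and beta-arrestin-GFP; plate controls were DMSO negative control for no effect and LPI positive control for full effect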
# NOD1 inhibition – NOD1 signaling inhibitors, primary screen, cell-based, luminescence, uHTS (AID 1578); NOD1-driven NF-kB luciferase reporter cells, luminescence; higher % means a stronger effect; 290,000 tested, 1% active; inhibition, % at 4 µM, or EC50 in µM where a hit was titrated; in the data active = inhibition mostly above about 36%, no sharp cut-off; inactive = mostly below about 34%;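 also: HEK-293T reporter cells stimulated with the NOD1 agonist gamma-tri-DAP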
# KOR beta-arrestin-1 – KOR agonists, beta-arrestin recruitment, primary screen, cell-based, luminescence, uHTS (AID 1777) | Kappa-type opioid receptor (Homo sapiens) | 280,000 tested, 0.02% active | KOR beta-arrestin recruitment, luminescence; higher % means a stronger effect | activation, % at 10 µM, or EC50 in µM where a hit was titrated; in the data active = activation above about 50%, passing the limit was not always enough; also: a part of the inactive calls stands beside numbers as strong as those of hits
# AID2073 – inhibitors of Mint1-CaV2.2 protein interaction, biochemical, HTRF (AID 2073). Voltage-dependent N-type calcium channel subunit alpha-1B (Homo sapiens). HTRF protein-protein interaction, Mint1-CaV2.2; higher % means a stronger effect. inhibition, % at 20 µM, or IC50 in µM where a hit was titrated. 290,000 tested, 0.19% active; in the data active = inhibition mostly above about 51%, no sharp cut-off; also: some results filed as inactive read as strong as hits
# M17LAP inhibition – P. falciparum M17LAP inhibitors, primary screen, biochemical, fluorogenic H-Leu-NHMec substrate, 1536-well (AID 1619). Leucine aminopeptidase (Plasmodium falciparum (isolate 3D7)). recombinant M17LAP, H-Leu-NHMec fluorogenic kinetic assay; higher % means a stronger effect. one-dose inhibition, % at 30 µM; IC50 in µM for titrated hits. 220,000 tested, 0.38% active;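 active = compound inhibiting the enzyme by more than half at any dose during confirmatory dose-response retesting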;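 also: plate controls were full reaction with DMSO carrier for no effect and no enzyme background for full effect; strong numbers were not always called active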
# NOD2 inhibition – NOD2 signaling inhibitors, cell-based, luminescence, uHTS, HEK293 (AID 1566); HEK293 NOD2/NF-kB luciferase reporter, luminescence; higher % means a stronger effect; one-dose inhibition, % at 4 µM; EC50 in µM for titrated hits; 290,000 tested, 0.63% active; also: many of its hits are not listed in these tables
# KOR beta-arrestin-2 – KOR antagonists, beta-arrestin recruitment, cell-based, luminescence, uHTS (AID 1778); inhibition, % at 10 µM, or IC50 in µM where a hit was titrated; Kappa-type opioid receptor (Homo sapiens); 290,000 tested, 0.091% active; KOR beta-arrestin recruitment, luminescence, antagonist mode; higher % means a stronger effect; also: strong numbers were not always called active
# Dynein transport – inhibitors of GR-EGFP nuclear translocation, primary screen, dynein cargo transport inhibitor project, imaging, high-content, 3617.4 mouse cells; test concentration mostly 20 µM; stimulated with dexamethasone, 1 µM; hits give low values; z-score, hits read low; 220,000 tested, 0.47% active;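 active = plate z-score of nuclear minus cytoplasmic receptor signal below a set negative limit, without overly bright fluorescence or cell loss, cut at about -3.5 in these data, passing the limit was not always enough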;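 also: z-score of nuclear minus cytoplasmic ring GR-EGFP intensity difference per well; some compounds called inactive have numbers as strong as hits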
#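 Buffer or medium: tet-free, stripped-serum medium; reagent: dexamethasone at 1.0 µM final, 30 min; incubation: 48 h induction, 1 h compound, 30 min dex at 37 °C; measured by: formaldehyde fixation, Hoechst nuclear stain, 10x automated fluorescence imaging; read-out: nuclear-to-cytoplasmic GR-EGFP distribution per well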
# M1AAP inhibition – P. falciparum M1AAP inhibitors, biochemical, fluorogenic H-Leu-NHMec substrate, 1536-well (AID 1445) | one-dose inhibition, % at 30 µM; IC50 in µM for titrated hits | recombinant M1AAP, H-Leu-NHMec fluorogenic kinetic assay; higher % means a stronger effect | 220,000 tested, 0.42% active;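 active = primary inhibition above the hit cutoff, then over 50% inhibition at one or more dose response concentrations, cut at about 23% in these data, passing the limit was not always enough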;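 also: plate controls were DMSO full reaction for no effect and no enzyme background for full effect; strong numbers were not always called active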
# Dynein transport cytoplasmic EGFP – recorded beside Dynein transport, whose call it bears; z-score; measured here: cytoplasmic GR-EGFP intensity; hits give high values
# Dynein transport nuclear GR-EGFP – second read-out of Dynein transport, no call of its own (marks repeat the call); z-score; measured here: nuclear GR-EGFP intensity;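 lower value marks the stronger effect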
# Dynein transport cell count – second read-out of Dynein transport, no call of its own (marks repeat the call); z-score; measured here: cell count per field
# The depositor's hits bear a star; · = no result given; & = joins results of further samples; [ ] = another dose, or the depositor's remark. Rule as the data show it, unless noted: active = inhibition above about 50%; inactive = the rest.
# Sample of the layout (2 entries):
SMILES,GPR55 beta-arrestin,NOD1 inhibition,KOR beta-arrestin-1,AID2073,M17LAP inhibition,NOD2 inhibition,KOR beta-arrestin-2,Dynein transport,Dynein transport cytoplasmic EGFP,Dynein transport nuclear GR-EGFP,Dynein transport cell count,M1AAP inhibition
CCc1sc(-c2ccccc2)nc1C(=O)OC,-0.2%,4%,0.7%,3%,-2%,17%,4%,-1.6,-0.25,-0.86,1.3,11%
Nc1nc2ccccc2n1/N=C/c1ccc2c(c1)OCO2,-0.3%,4%,2.6%,8%,7%,-59%,-23%,-0.098,-0.21,-0.15,-0.35,6%

# The list itself, from the start:
SMILES,GPR55 beta-arrestin,NOD1 inhibition,KOR beta-arrestin-1,AID2073,M17LAP inhibition,NOD2 inhibition,KOR beta-arrestin-2,Dynein transport,Dynein transport cytoplasmic EGFP,Dynein transport nuclear GR-EGFP,Dynein transport cell count,M1AAP inhibition
CCc1sc(-c2ccccc2)nc1C(=O)OC,-0.2%,4%,0.7%,3%,-2%,17%,4%,-1.6,-0.25,-0.86,1.3,11%
Nc1nc2ccccc2n1/N=C/c1ccc2c(c1)OCO2,-0.3%,4%,2.6%,8%,7%,-59%,-23%,-0.098,-0.21,-0.15,-0.35,6%
COc1ccc(-c2nc3ccc(C(=O)NCCCN4CCOCC4)cc3nc2-c2ccc(OC)cc2)cc1,0.2%,14%,1.6%,20%,·,32%,-33%,·,·,·,·,·
O=S(=O)(c1ccc2c(c1)OCCO2)N1CCC(c2nc3ccc(Cl)cc3[nH]2)CC1,-0.2%,9%,·,16%,-3%,19%,22%,-1,-0.15,-0.4,0.69,5%
CCCNc1nc2ccccc2c(=O)[nH]1,1.1%,-12%,3.6%,5%,1%,6%,10%,0.22,0.56,0.18,-0.33,3%
CCOC(=O)/C(=C/c1c2ccccc2cc2ccccc12)NC(=O)c1ccccc1,-0.1%,-15%,10%,-19%,1%,-1%,7%,-0.47,-0.18,-0.37,0.24,-10%
COc1ccc(NC2CCCN(C(=O)CCCn3cncn3)C2)cc1 (centres undefined),0.3%,-21%,-1.1%,-2%,·,3%,10%,·,·,·,·,·
Cc1cccc(C(=O)NC(=S)N2CCN(C(=S)NC(=O)c3cccc(C)c3)CC2)c1,0.3%,-16%,-2.8%,-4%,14%,-8%,8%,0.79,0.7,0.18,-0.39,2%
Cc1cc(-c2ccc(Cl)cc2)n2nc(N)nc2n1,-0.1%,-13%,3.8%,20%,-36%,-3%,13%,0.088,-0.23,0.17,1.5,8%
C/C(=N\NC(=O)CNc1cccc2ccccc12)c1ccc(Br)s1,0.7%,-19%,11%,26%,-5%,-4%,2%,0.29,-0.16,0.32,-0.6,-3%
CCOc1ccc(OCC)c(C2C(C#N)=C(N)N(c3cccnc3)C3=C2C(=O)CC(C)(C)C3)c1 (centres undefined),0.2%,18%,-1.6%,6%,5%,16%,-5%,0.0072,-0.21,-0.18,0.23,9%
CCOc1ccc(C(=O)NCC(=O)OC2CCOC2=O)cc1OCC (centres undefined),0.3%,-2%,2.6%,-6%,1%,8%,-19%,2.2,0.41,1.7,-2,-3%
CCOc1cc(/C=N\Nc2ccc([N+](=O)[O-])cc2)ccc1OCC(=O)Nc1ccc(C)c(C)c1,-0.1%,-2%,-4.3%,33%,0%,9%,28%,-0.95,8.8,1.6,-0.62,8%
Cc1cccc(C(=O)N2CCC(n3nnc4cc(F)ccc43)CC2)c1,0.0%,-20%,0.4%,-2%,5%,2%,-14%,-0.64,-0.087,-0.93,0.15,5%
CC(C)(C)C(=O)NNC(=O)c1ccc(Oc2cc(Cl)cc(Cl)c2)o1,-0.2%,-10%,-1.4%,6%,-1%,8%,34%,0.25,-0.054,0.7,-1.1,5%
O=C(NC1CCCCCC1)c1ccc(-n2cnnc2)cc1,-0.1%,-13%,-3.3%,4%,·,9%,9%,·,·,·,·,·
COc1ccc(/C=C/C(=O)NC(=S)Nc2ccc(N3CCN(C(C)=O)CC3)cc2)cc1,-0.1%,-6%,12%,46%,13%,29%,-35%,0.76,-0.85,0.062,-0.46,6%
COc1ccc(NC(=O)Nc2c(C)n(-c3ccccc3)c(=O)n2C)cc1OC,-0.2%,-14%,9.9%,-4%,2%,-2%,-5%,2.4,2,2.9,-2.5,1%
CCCS(=O)(=O)c1nc(S(=O)(=O)c2ccc(C)cc2)c(N2CCC(C(N)=O)CC2)s1,-0.3%,-2%,-1.2%,9%,·,8%,-39%,·,·,·,·,·
CN(C)CC(C)(C)CNS(=O)(=O)c1ccc(Cl)c(Cl)c1,-0.3%&0.2%,-30%&-3%,-2.3%&-7.0%,-2%&3%,-5%&2%,2%&-9%,-4%&-37%,1.2&1,-0.28&-0.22,1.5&1,-0.62&-0.97,-2%&2%
CC1(C)Cc2ccccc2C(c2cc3ccccc3oc2=O)=N1,0.0%,-28%,-2.3%,6%,12%,7%,21%,-0.081,-0.17,-0.0016,-0.0033,1%
Cc1cc(NC(=O)NC(=O)c2ccccc2)no1,-0.1%,-64%,1.1%,-4%,·,-39%,-14%,·,·,·,·,·
Cc1ccc2nc(Nc3ccccc3)c(/C=N/O)c(=O)n2c1,-0.2%,-11%,-10%,17%,9%,18%,9%,-0.27,-0.24,-0.22,1.1,13%
CC1(C(=O)Nc2nnc(C(C)(C)C)s2)Cc2ccccc2C(=O)O1 (centres undefined),0.4%,13%,3.1%,1%,48%,1%,-42%,0.29,-0.24,-0.75,0.69,-6%
O=C(Cn1nnc2c(cnn2-c2ccc(F)cc2)c1=O)OC1CCCCC1,0.3%,-13%,-3.5%,4%,4%,18%,6%,-0.93,-0.18,-0.23,0.41,2%
CCN(CC)CCCNC(=O)CN1N=C(c2ccc(OC)cc2)CCC1=O,0.0%,9%,-4.8%,3%,·,7%,15%,·,·,·,·,·
COC(=O)c1ccsc1NC(=O)CN1CCN(c2ccc(F)cc2)CC1,-0.1%,-1%,1.8%,19%,12%,4%,22%,0.79,-0.26,-0.5,1,4%
O=C(C[n+]1ccn(CCCNP2(=O)C=C(c3ccccc3)OC(c3ccccc3)=C2)c1)c1cccs1,0.1%,-5%,0.5%,19%,8%,6%,8%,-0.31,-0.31,-0.28,1.1,7%
COc1ccc(OCC(O)CNC(=O)c2ccc(Br)cc2)cc1 (centres undefined),-0.2%,·,5.0%,14%,-6%,3%,-14%,-0.7,-0.24,-0.14,-0.44,5%
CCn1c(=O)c(C(=O)Nc2ccc(C)cc2)c(O)c2ccccc21,-0.1%,-11%,3.6%,10%,·,21%,7%,·,·,·,·,·
COc1ccc(C(C[N+](=O)[O-])c2c(C)[nH]n(-c3ccccc3)c2=O)cc1 (centres undefined),-0.1%,-6%,-5.0%,21%,·,-16%,-187%,·,·,·,·,·
CC1Cc2ccccc2N1c1ncnc2c1nnn2Cc1ccccc1Cl (centres undefined),1.2%,21%,-5.6%,17%,-1%,2%,9%,-0.24,0.057,-0.12,-0.39,1%
O=C(COC(=O)c1ccncc1)c1ccc(Br)cc1,-0.1%,-35%,·,-11%,·,-2%,-12%[20 µM],-0.76,-0.3,-0.041,1.3,·
CCc1nc(SCc2cccnc2)c(C#N)cc1C,-0.2%,-14%,2.4%,-4%,5%,17%,-4%,1,-0.3,-0.42,0.36,6%
CCc1nc(SCC(=O)c2c[nH]c3ccccc23)n[nH]1,0.1%,-7%,-3.6%,9%,-2%,-1%,-6%,0.51,0.03,0.54,-1.1,-7%
CCN1CCN(c2nc(C)nc3c2sc(=S)n3C)CC1,-0.1%,-22%,-0.7%,10%,12%,6%,24%,0.35,-0.058,0.55,-0.88,7%
COc1ccc(-c2noc(N3CCCC(C(=O)Nc4ccccc4F)C3)n2)cc1 (centres undefined),0.0%,-8%,-6.8%,-10%,·,-2%,14%[20 µM],·,·,·,·,·
CN1C[C@@H]2C(c3ccccc3)C3(c4ccccc4)CC2(C3)[C@H]1c1ccccc1 (some centres undefined),-0.1%,2%,-2.5%,-1%,-1%,22%,-6%,-0.93,-0.74,-0.43,0.64,1%
COc1ccc(C2NC(C(=O)O)Cc3c2[nH]c2ccccc32)cc1OC (centres undefined),-0.1%,12%,·,1%,-3%,-12%,-8%,-1.2,-0.077,-0.48,0.91,6%
COC(=O)c1cnc(N2CCCN(S(=O)(=O)c3ccc(C(F)(F)F)cc3)CC2)nc1C(F)(F)F,-0.2%,-12%,-1.0%,-2%,-16%,5%,21%,0.87,-0.21,0.38,-0.31,9%
COc1ccccc1CC(=O)Nc1ccccc1C(=O)O,-0.1%,3%,4.1%,19%,7%,1%,26%,1.4,-0.29,0.33,0.19,8%
CC(C)C[C@H]1CN=C(Nc2ccccc2)N1CC1CCC(C)CC1 (some centres undefined),-0.2%,-24%,-1.6%,0%,·,1%,-20%[20 µM],·,·,·,·,·
COCC(=O)Nc1ccc(S(=O)(=O)NCC2CCCO2)cc1 (centres undefined),-0.1%,-27%,-5.0%,-4%,·,4%,4%[20 µM],·,·,·,·,·
COc1ccc(NC(=O)CN(C)C(C)C(=O)NC(=O)NC2CCCCC2)cc1 (centres undefined),-0.1%,-27%,0.9%,-3%,·,12%,-13%,·,·,·,·,·
CCOc1ccccc1NC(=S)/C(=C(\[O-])c1ccc2c(c1)OCCO2)[n+]1ccc(CC)cc1,-0.2%,-9%,·,-8%,11%,6%,20%,-0.084,-0.2,0.63,0.98,3%
Cc1ccc(S(=O)(=O)NC2=NCCC2)cc1,0.2%,-5%,-2.6%,-13%,-4%,-3%,-44%,-0.71,-0.2,-0.17,0.64,0%
CCNC(=O)CC1C(=O)N(c2ccc(C)cc2)C(=O)N1CCC(C)C (centres undefined),0.0%,-4%,-4.9%,4%,·,8%,1%,·,·,·,·,·
COc1cc2c(C(=O)N(C)c3ccc(F)cc3)cn(C)c(=O)c2cc1OC,0.0%,-5%,-4.7%,-3%,·,10%,2%,·,·,·,·,·
CC1CC(C)(C)NC(=S)N1CCC(=O)N1c2ccccc2CC1C (centres undefined),-0.1%,-26%,-0.1%,-9%,5%,2%,-8%,-0.79,-0.28,-0.58,0.71,4%
CCOC(=O)c1ccc(NC(=O)CSC2=NC(=O)C(CC)C(=O)N2)cc1 (centres undefined),-0.2%,27%,9.3%,-11%,43%,-11%,-53%,-1,0.15,-0.24,-3.4,-1%

# These rows are one share of the data (hit frequency here may not be typical).
